From PubChem BioAssay
APE1 inh – APE1 (human) endonuclease inhibition; 350,000 tested, 0.35% active; Potency, µM (titrated, usually from 65.8 µM), inactives show at the top dose activity change, negative = inhibition, usual class: inhibitors; recombinant APE1, TAMRA/BHQ-2 abasic DNA cleavage fluorescence; AID 2517;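 note: plate controls were vehicle for no effect and reference inhibitor for full effect; nearly all actives have a fitted effect of over 55% in size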
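Step 1: APE1 (0.75 nM) with compound, 15 min RT. Step 2: add 50 nM fluorophore/quencher THF duplex. Step 3: three fluorescence reads 60 s apart (525/598 nm); read 3 minus read 1 = reaction progress.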
BAZ2B block – inhibitors of human BAZ2B bromodomain | Q9UIF8 | Potency, µM (titrated, usually from 114 µM), inactives show at the top dose activity change, negative = inhibition, most hits filed as inhibitors | 360,000 tested, 4.4% active | AlphaScreen BAZ2B-H3K14Ac peptide displacement | AID 504333; note: % is set by controls: 0 for no effect and ±100 for the full control effect; nearly all actives have a fitted effect of over 60% in size
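Inhibition is scored as reduced AlphaScreen emission. The BAZ2B/b-H3(5-23)K14Ac complex (50 nM each) in PBS pH 7.4, 0.01% Tween-20 meets compound (up to 110 uM) for 30 min at RT before bead addition.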
POLH inh – inhibitors of human DNA polymerase eta. recombinant Pol eta, fluorescent DNA replication assay. 390,000 tested, 1.2% active. Q9Y253. Potency, µM (highest dose often 114 µM), inactives show at the highest dose activity change, negative = inhibition, hits mostly inhibitors; note: % is set by controls: 0 for no effect and ±100 for the full control effect
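Pol eta (10 nM) was preincubated with compounds for 15 min at room temperature, after which fluorescent replication substrate (50 nM final) was added to start the reaction. Fluorescence was read kinetically at 0 and 10 min.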
Pol kappa inh – DNA polymerase kappa (human) inhibition; Q9UBT6; purified Pol kappa, fluorescent DNA synthesis assay, 10 min; Potency, µM (series often up to 107 µM), without a hit: top-dose activity, negative = inhibition, usual class: inhibitors; 400,000 tested, 0.53% active; AID 588579; note: % is set by controls: 0 for no effect and ±100 for the full control effect
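Kinetic fluorescence screen: compound preincubated 15 min RT with 10 nM enzyme; 50 nM substrate (final) initiates; reads at 0/10 min.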
Apoferritin bind – binds horse apoferritin like a general anesthetic; 350,000 tested, 0.074% active; apoferritin/1-aminoanthracene competitive binding, fluorescence; Potency, µM (titrated, usually from 77.5 µM), inactives show at the top dose activity change, negative = displacement, usual class: inhibitors; P02791; note: % is set by controls: 0 for no effect and ±100 for the full control effect; nearly all actives have a fitted effect of over 20% in size
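10 uM apoferritin + 50% sat. 1-AMA, PBS; cpd 10 min RT; Ex380/Em535 endpoint; normalized to free probe vs complex; 4-param Hill fit; propofol titration as pos. ctrl.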
Pol beta inh – inhibitors of human DNA polymerase beta. Potency, µM (doses to about 114 µM), for inactives: at the highest dose activity change, negative = inhibition, most hits filed as inhibitors. Pol beta primer extension/strand displacement, fluorescence kinetic. AID 485314. 340,000 tested, 1.3% active. P06746; note: % is set by controls: 0 for no effect and ±100 for the full control effect
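Pol beta (10 nM) was preincubated with compound for 15 min at room temperature. The reaction was then started with 50 nM substrate and read immediately and after a further 10 min at room temperature.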
BLM helicase inh – blocks DNA unwinding by human BLM helicase; 350,000 tested, 0.2% active; AID 2528; recombinant BLM DNA unwinding, fluorescence dequenching; Potency, µM (top dose mostly 56.1 µM), inactives show at the highest dose activity change, negative = inhibition, usual class: inhibitors; P54132;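 note: plate controls were vehicle for no effect and no enzyme for full effect; nearly all actives have a fitted effect of over 35% in size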
Target sequence (P54132 whole entry, looked up): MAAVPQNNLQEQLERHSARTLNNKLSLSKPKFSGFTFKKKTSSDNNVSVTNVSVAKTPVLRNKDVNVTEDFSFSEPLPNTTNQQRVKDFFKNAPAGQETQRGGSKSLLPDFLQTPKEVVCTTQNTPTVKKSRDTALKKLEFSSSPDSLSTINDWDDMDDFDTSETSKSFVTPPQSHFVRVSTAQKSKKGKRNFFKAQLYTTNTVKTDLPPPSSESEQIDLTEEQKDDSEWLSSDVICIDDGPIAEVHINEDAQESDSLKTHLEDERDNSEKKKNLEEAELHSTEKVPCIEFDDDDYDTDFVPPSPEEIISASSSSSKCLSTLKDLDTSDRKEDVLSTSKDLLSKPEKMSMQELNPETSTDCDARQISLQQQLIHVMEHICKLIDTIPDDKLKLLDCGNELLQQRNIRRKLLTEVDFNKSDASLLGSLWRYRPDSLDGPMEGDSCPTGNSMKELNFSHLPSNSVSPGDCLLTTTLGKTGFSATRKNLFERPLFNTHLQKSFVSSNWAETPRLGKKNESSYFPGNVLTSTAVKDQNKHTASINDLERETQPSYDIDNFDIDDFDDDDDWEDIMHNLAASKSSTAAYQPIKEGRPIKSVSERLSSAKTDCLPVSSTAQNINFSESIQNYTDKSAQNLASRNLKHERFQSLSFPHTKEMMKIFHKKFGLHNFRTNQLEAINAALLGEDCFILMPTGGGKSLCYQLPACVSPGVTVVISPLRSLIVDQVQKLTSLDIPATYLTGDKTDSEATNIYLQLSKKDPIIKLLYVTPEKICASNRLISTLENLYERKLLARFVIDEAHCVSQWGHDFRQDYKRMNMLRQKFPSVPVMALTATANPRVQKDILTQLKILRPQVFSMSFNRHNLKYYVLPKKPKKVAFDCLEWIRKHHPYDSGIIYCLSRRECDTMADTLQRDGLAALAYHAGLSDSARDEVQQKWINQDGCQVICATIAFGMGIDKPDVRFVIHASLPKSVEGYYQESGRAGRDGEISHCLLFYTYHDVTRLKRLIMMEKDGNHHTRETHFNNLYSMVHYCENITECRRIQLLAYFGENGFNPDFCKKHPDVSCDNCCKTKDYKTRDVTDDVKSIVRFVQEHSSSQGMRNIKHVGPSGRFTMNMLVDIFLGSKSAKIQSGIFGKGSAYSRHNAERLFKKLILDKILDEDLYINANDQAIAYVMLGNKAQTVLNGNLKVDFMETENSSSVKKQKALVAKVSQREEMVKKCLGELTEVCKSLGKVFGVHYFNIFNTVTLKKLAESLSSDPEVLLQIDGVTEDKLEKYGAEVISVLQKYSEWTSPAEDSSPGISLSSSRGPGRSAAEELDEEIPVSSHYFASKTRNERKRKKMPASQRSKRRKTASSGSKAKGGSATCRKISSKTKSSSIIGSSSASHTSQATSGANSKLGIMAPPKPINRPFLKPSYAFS
Pol iota inh – blocks human DNA polymerase iota activity | Potency, µM (top dose mostly 115 µM), without a hit: at the top dose activity, negative = inhibition, actives largely listed as inhibitors | 390,000 tested, 1% active | Q9UNA4 | Pol iota fluorescent replication assay, 10 min
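Fluorescent replication assay read twice, at 0 min and 10 min after adding 50 nM (final) substrate. Enzyme (10 nM) and compounds were first incubated 15 min at room temperature; enzyme-free buffer wells were negative controls.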
G9a inh – G9a (human) methyltransferase inhibition. AID 504332. 350,000 tested, 8.8% active. Potency, µM (highest dose often 102 µM), for inactives: top-dose activity, negative = inhibition, most hits filed as inhibitors. Q96KQ7. G9a H3K9 monomethylation, AlphaScreen, 2 h; note: % is set by controls: 0 for no effect and ±100 for the full control effect; nearly all actives have a fitted effect of over 75% in size
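Methyltransferase reactions run at room temperature for 2 h (20 nM enzyme, 500 nM biotin-H3K9 peptide, 20 uM SAM) after a 15 min compound preincubation; product detected by AlphaScreen beads and anti-H3K9me1 antibody.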
* hit, by the source's call; ? = inconclusive; . = not tested or not shown; [ ] = another dose, or the depositor's remark. Calls come from the whole dose curve; as a rule, active = well fitted curve in the direction sought with a large enough effect; inconclusive = small, poorly fitted or top-dose-only effect, or another doubt; inactive = no such curve, though single readings can be large; an effect the other way counts as inactive or inconclusive. Potency is the fitted concentration of half-maximal effect. Not all compounds are listed; the hit share may differ from the screen's.

item	mol	APE1 inh	BAZ2B block	POLH inh	Pol kappa inh	Apoferritin bind	Pol beta inh	BLM helicase inh	Pol iota inh	G9a inh
1	Cc1ccc(NC(=S)N(CCCN2CCCC2)Cc2cccn2Cc2ccc(Cl)cc2)cc1	0%	-28%	-22%	6%	-17%	6%	1%	39%[activator]	50µM*
2	COc1cccc(CNC(=O)CCC2CCCN(Cc3cc4ccccc4o3)C2)c1 (centres undefined)	-1%	-14%	-10%	-3%	-19%	-2%	1%	-3%	-3%
3	COCCC(=O)N1CCC(Oc2ccc(C(=O)N3CCCCC3CCO)cc2)CC1 (centres undefined)	19%	-4%	-24%	-9%	-5%	45%	-4%	23%	19%
4	Cc1ccc(OCC(=O)Oc2ccc(C(C)C)cc2)cc1	26%	156%[activator]	0%	7%	-22%	-28%	-1%	87%[activator]	336%[activator]
5	CC1CCN(S(=O)(=O)c2ccc3nc(-c4ccccn4)cc(C(=O)NCCN(C)Cc4ccccc4)c3c2)CC1	-2%	-16%	-11%	-18%	-1%	7%	-1%	?	-5%
6	Cc1cc2c(cc1S(=O)(=O)N(C)C1CCCCC1)OCC(=O)N2	-24%	2%	-6%	10%	-21%	-21%	-2%	13%	7%
7	CC(C(=O)N1CCOCCOCCOCCOCCOCC1)N1C(=O)c2ccccc2C1=O (centres undefined)	0%	-3%	0%	-7%	-10%	49%	-1%	20%	18%[12.7 µM]
8	CCOC(=O)Cn1cc(C(=O)C(C)(C)C)c2ccccc21	10%	17%	-7%	10%	-6%	41%	-4%	5%	7%[0.501 µM]
9	COc1ccc(NC(=O)CSc2nncn2C)cc1OC	20%	0%	-7%	-1%	8%	-22%	4%	12%	-2%[59 µM]
10	Cc1onc(-c2ccccc2)c1C(=O)Nc1ccc2c(C)cc(=O)oc2c1	-2%	21%	-12%	-7%	-6%	-24%	2%	14%	-7%
11	O=C(COc1ccccc1)N=C1SC2CS(=O)(=O)CC2N1c1cccc(F)c1 (centres undefined)	46%[activator]	-20%	-17%	9%	-8%	8%	1%	-8%	-4%
12	CCCCCn1c2nc3ccccc3nc2c2c(=O)n(CC(C)C)cnc21	-1%	4%	-8%	-1%	37%[activator]	6%	-1%	6%	7%
13	CC1(NC(=O)c2ccccc2)CCN(CCCc2ccccc2)C1=O (centres undefined)	9%	3%	-15%	-6%	.	.	.	36%[activator]	-1%[0.501 µM]
14	O=C(NCc1nnc(SC/C=C/c2ccccc2)o1)c1ccco1	-4%	-32%	-3%	-9%	-21%	-20%	-3%	-4%	?
15	Cc1ccc(S(=O)(=O)N2CCC(=O)N(C(COCc3cccc(C)c3)C(C)C)CC2)cc1 (centres undefined)	1%	1%	-26%	-7%	4%	1%	-7%	18%	13%
16	CC1CCc2sc(C(=O)NCC(C)(C)N3CCOCC3)cc2C1 (centres undefined)	-13%	3%	-17%	-3%	.	.	.	18%	1%
17	CC(C)CC(OC(=O)c1ccco1)C(=O)NC1CCCC1 (centres undefined)	-8%	-4%	-13%	1%	7%	50%	-4%	36%[activator]	5%
18	CCC(O)(c1ccc(OC)cc1)C(CN1CCOCC1)c1ccccc1 (centres undefined)	-2%	.	-20%	5%	-3%	6%	-1%	-9%	?
19	O=C(NN=C1CCCC1)c1cccc(Br)c1	51%[activator]	-21%	-9%	3%	28%	6%	-1%	21%	28%
20	COC(=O)CN1C(=O)Nc2ccc(Br)cc2C1c1ccccc1Cl (centres undefined)	12%	4%	-19%	-27%	-18%	0%	-8%	-27%	71µM*

G9a inh: what is marked active above
nr | SMILES | APE1 inh | BAZ2B block | POLH inh | Pol kappa inh | Pol beta inh | BLM helicase inh | Pol iota inh | G9a inh
1 | Cc1ccc(NC(=S)N(CCCN2CCCC2)Cc2cccn2Cc2ccc(Cl)cc2)cc1 | 0% | -28% | -22% | 6% | 6% | 1% | 39%[activator] | 50µM*
20 | COC(=O)CN1C(=O)Nc2ccc(Br)cc2C1c1ccccc1Cl (centres undefined) | 12% | 4% | -19% | -27% | 0% | -8% | -27% | 71µM*

Other structures.
item	mol	APE1 inh	BAZ2B block	POLH inh	Pol kappa inh	Apoferritin bind	Pol beta inh	BLM helicase inh	Pol iota inh	G9a inh
21	CC(C)(C)c1ccc(OCC(=O)N/N=C/c2ccsc2)cc1	-3%	5%	?	-12%	?	3%[57.1 µM]	-12%	9%	5%
22	CCOC(=O)C1CCN(S(=O)(=O)c2c(C)n[nH]c2C)CC1	-1%	-4%	-10%	-13%	0%	?	-1%	13%	?
23	CC(C)c1ccc(N(CC(=O)NC(C)(C)C)C(=O)CCC(=O)Nc2nccs2)cc1	13%	5%	-12%	7%	-5%	23%	-1%	22%	55%
24	COc1ccc(N2CCN(c3ccc(N)cc3C#N)CC2)cc1	12%	?	-9%	-3%	56%[activator]	5%	-6%	9%	?
25	COc1cc(C(=O)NCCSc2c(C)[nH]c3ccccc23)cc(OC)c1OC	.	-25%	-9%	2%	-10%	-1%	-2%	11%	-7%[59 µM]
26	CCOc1ccc(CNC(=O)c2ccc(NC(=O)N3CCCCc4ccccc43)cc2)cc1	.	-14%	-10%	0%	?	3%	-6%	85%[activator]	2%[59 µM]
27	Cc1cc(N2C(=O)C(O)=C(C(=O)c3ccco3)C2c2ccc(Cl)cc2)no1 (centres undefined)	21%	-23%	-19%	-23%	-10%	21%	0%	-10%	?
28	CC(=O)c1cccc(NC(=O)CSCc2ccccc2)c1	13%	7%	2%	-2%	?	20%	-3%	11%	.
29	COc1ccccc1OCC(=O)NNC(=O)c1ccc2c(=O)n3c(nc2c1)CCC3	50%[activator]	-4%	-7%	-10%	-5%	15%	0%	16%	40%
30	COC(C[C@H](O)[C@@H](C)[C@@H](O)COCc1ccccc1)OC	4%	0%	-4%	11%	-7%	26%	-2%	35%[activator]	0%[59 µM]
31	O=C1NCCN1Cc1ccccc1F	-5%	-37%	-7%	-1%	-21%	?	-17%	-5%	45µM*
32	COc1ccc(NC(=O)CCCc2c[nH]c3ccccc23)cc1OC	4%	-35%	3%	1%	6%	26%	3%	25%	7%[59 µM]
33	CC[n+]1c(-c2ccc(C)cc2)csc1Nc1c(C)n(C)n(-c2ccccc2)c1=O	3%	?	?	-6%	0%	1%	2%	-2%	8.9µM*
34	CN(C)/C=C(/C(=O)c1ccc(Cl)cc1)S(=O)(=O)c1ccccc1	-3%	27%	-1%	-11%	-12%	26%	-2%	-1%	7%[59 µM]
35	CC12CCC(C(=O)Nc3cccnc3)(CC1=O)C2(C)C (centres undefined)	-1%	3%	-19%	-8%	-3%	?	0%	15%	4%[59 µM]
36	Cc1ccc(SCCNC(=O)c2ccc([N+](=O)[O-])c(C)c2)cc1	-9%	?	-17%	-8%	-15%	5%	-6%	17%	.
37	OCCn1c(SC2CCCCC2)nc2ccccc21	-3%	7%	-6%	0%	-4%	4%	0%	7%	16%[59 µM]
38	Nc1cccc2nc3ccccc3cc12	?	7%	14%	8%	360%[activator]	8.9µM*	208%[activator]	-15%	-20%[59 µM]
39	Cc1ccc(C(=O)n2nc(-n3cccc3)c3c(C)cc(C)nc32)cc1	-5%	-21%	-19%	4%	?	28%	-5%	-5%	-11%
40	Cc1ccccc1NC(=O)Nc1ccccc1C(=O)NCc1ccccc1	13%	2%	-16%	-14%	-5%	5%	-2%	12%	14%[59 µM]

Entries shown so far that have fluorine, in the order listed:
item	mol	APE1 inh	BAZ2B block	POLH inh	Pol kappa inh	Apoferritin bind	Pol beta inh	BLM helicase inh	Pol iota inh	G9a inh
11	O=C(COc1ccccc1)N=C1SC2CS(=O)(=O)CC2N1c1cccc(F)c1 (centres undefined)	46%[activator]	-20%	-17%	9%	-8%	8%	1%	-8%	-4%
31	O=C1NCCN1Cc1ccccc1F	-5%	-37%	-7%	-1%	-21%	?	-17%	-5%	45µM*

The main list resumes; the 2 compounds before the break are reprinted first.
item	mol	APE1 inh	BAZ2B block	POLH inh	Pol kappa inh	Apoferritin bind	Pol beta inh	BLM helicase inh	Pol iota inh	G9a inh
39	Cc1ccc(C(=O)n2nc(-n3cccc3)c3c(C)cc(C)nc32)cc1	-5%	-21%	-19%	4%	?	28%	-5%	-5%	-11%
40	Cc1ccccc1NC(=O)Nc1ccccc1C(=O)NCc1ccccc1	13%	2%	-16%	-14%	-5%	5%	-2%	12%	14%[59 µM]
41	CC(=O)c1c(C)[nH]c(C(=O)NCCc2ccc(Cl)cc2)c1C	10%	?	2%	5%	-8%	13%	-2%	13%	2%
42	O=C(CC1Oc2ccccc2NC1=O)NCCCN1CCCC1=O (centres undefined)	-5%	9%	-15%	9%	-5%	44%	-3%	8%	?
43	OCCCCNCc1ccc(OCc2ccc(Cl)cc2Cl)cc1	29%	-7%	-4%	-9%	?	28%	7%	7%	-8%[0.0925 µM]
44	Cc1ccccc1NC1=C(Cl)C(=O)OC1OC(C)C (centres undefined)	1%	2%	-1%	-17%	-10%	-8%	1%	6%	3%[59 µM]
45	Nc1ccc(N2CCOCC2)c(S(=O)(=O)Nc2ccccc2Cl)c1	-15%	.	-5%	-5%	.	.	.	?	.
46	CCCn1nnnc1NC(=O)c1ccc(C)cc1Cl	1%	56µM*	-2%	-14%	-23%	13%	0%	?	22µM*
47	Cc1nn2c(-c3ccncc3)ccnc2c1Cl	?	1%	-2%	-14%	-4%	3%	0%	142%[activator]	3%
48	CCCN(CC(=O)Nc1ccccc1C)C(=O)c1ccc2c(c1)S(=O)(=O)N=C1CCCCCN12	9%	5%	1%	-4%	.	.	.	6%	27%[12.7 µM]
49	CCOc1cc(CNC(=O)c2ccc3nc(CCc4ccccc4)oc3c2)ccc1OC	.	-4%	-11%	-13%[60.1 µM]	-8%	-12%	-2%	3%	-1%[59 µM]
50	O=C(CSCc1ccccc1)N/N=C/c1cc2c(cc1Br)OCO2	-3%	8%	-13%	-4%	-12%	?	-3%	-7%	-1%[59 µM]
51	Cc1ccc(-c2[nH]c3ccccc3c2C(C[N+](=O)[O-])c2ccco2)cc1 (centres undefined)	-17%	-2%	-16%	-4%	-13%	8%	-14%	?	?
52	Cc1ccc(NC(=O)Cn2cc(S(=O)(=O)N3CCCC3)c(S(=O)(=O)N3CCCC3)c2)cc1C	.	2%[57.1 µM]	-17%	-2%	?	-1%	0%	3%	-5%[59 µM]
53	CCCCn1c(N)c(N(CC(C)C)C(=O)c2ccncc2)c(=O)[nH]c1=O	-6%	7%	-9%	-11%	.	.	.	18%	20%
54	Cc1nn(-c2ccccc2)c(C)c1/C=N/NC(=O)c1cnccn1	-1%	-1%	-20%	-4%	-12%	15%	1%	26%	9%
